Assay outcomes as filed in PubChem.
TcdB inh: blocks C. difficile toxin B glycohydrolase activity; P18177; TcdB glycohydrolase enzymatic assay, plate reader; inhibition, % at 9.99 µM; 0.24% of 350,000 active; in the data active = inhibition above about 10%
VHR inh abs: inhibitors of human VHR1 phosphatase (DUSP3); P51452; recombinant VHR phosphatase, pNPP absorbance; inhibition, % at 13.3 µM; 0.52% of 290,000 active; AID 1654; in the data active = inhibition above about 50%; note: some compounds called inactive have numbers as strong as hits
BH1578 lux ind: quorum light induction in luxS cqsA deficient V. cholerae; V. cholerae BH1578 lux reporter, luminescence, 6 h; activation, % at 18.7 µM; 0.16% of 350,000 active; AID 588436; in the data active = activation mostly above about 9.7%, no sharp cut-off; inconclusive = no clear call, values can overlap the other calls; inactive = mostly below about 3.7%; note: not every result past the cut was called active; inactives centre near 0; reference of the scale not given here
Yp Topo-I inh: Y. pestis Topo-I inhibition via cleavage products. Y. pestis Topo-I cleavage product accumulation, plate reader. activity, % at 10 µM. 0.064% of 360,000 active; in the data active = activity above about 50%, passing the limit was not always enough; inconclusive = no clear call, values can overlap the other calls; note: inactives centre near 2
SSB-PriA inh: K. pneumoniae PriA-SSBct interaction inhibition; AlphaScreen SSBct-PriA binding, biotinylated peptide; inhibition, % at 33 µM; 0.6% of 430,000 active; AID 1272365; in the data active = inhibition mostly above about 37%, no sharp cut-off; inactive = mostly below about 20%;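 note: plate controls were negative control peptide for no effect and reference peptide for full effect; strong numbers were not always called active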
CCHF vOTU inh: blocks the CCHF virus ovarian tumor domain protease; CCHFV vOTU protease, Pep-AMC fluorescence; inhibition, % at 11.5 µM; 0.55% of 370,000 active; AID 651958; in the data active = inhibition above about 30%; note: 0% = vehicle wells with enzyme and 100% = no enzyme wells
PfHsp40 rescue: compounds rescuing yeast from Plasmodium falciparum HSP40 toxicity. S. cerevisiae expressing PfHsp40, growth rescue, ATP luminescence. growth rescue, % at 12.5 µM. 0.68% of 340,000 active. AID 504582; in the data active = growth rescue above about 28%, passing the limit was not always enough; inconclusive = no clear call, values can overlap the other calls;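 note: yeast W303a lacking pdr1 and pdr3 grown in galactose medium; growth measured after three days at 30 °C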
SARS 3CLpro inh: SARS-CoV 3CLpro protease inhibition. P0C6X7. recombinant SARS-CoV 3CLpro, quenched FRET peptide cleavage. inhibition, % at 6 µM. 0.14% of 290,000 active; in the data active = inhibition above about 12%
BoNT A protease: inhibitors of Botulinum neurotoxin A light chain protease; multiplex microsphere protease substrate cleavage, flow cytometry; inhibition, % at 10 µM; 0.17% of 360,000 active; note: plate controls were buffer without enzyme for full effect and enzyme alone for no effect
Anthrax LF inh2: blocks Bacillus anthracis lethal factor protease; inhibition, % at 10 µM; multiplex microsphere protease cleavage assay, LF; 0.12% of 360,000 active; P15917; note: plate controls were buffer without enzyme for full effect and enzyme alone for no effect
An asterisk follows results filed as active; i = inactive; ? = inconclusive; / = no result given. Cut-off read from the data, not from the text of the source, unless noted: active = inhibition above about 30%; inconclusive = no clear call, values can overlap the other calls; inactive = below that.

entry	Structure	TcdB inh	VHR inh abs	BH1578 lux ind	Yp Topo-I inh	SSB-PriA inh
1	CCCCOC(=O)Nc1ccc2c(C)cc(=O)oc2c1	/	13	i	-1	-14
2	CCS(=O)(=O)N1CCCC(C(=O)NCCCOC)C1 (stereo not given)	/	20	0.6	0	-3
3	O=C(CN1C(=O)NC2(CCCc3ccccc32)C1=O)NC1CCCCC1 (stereo not given)	2.3	/	-3.7	3	1
4	COCc1nnc(NC(=O)c2cccc(NC(=O)C(C)C)c2)s1	-1.3	6	i	-9	0
5	C[C@@H]1Cn2cnc(C(=O)NCC(=O)OC(C)(C)C)c2C(=O)N1	0.3	/	-0.4	3	/
6	COc1ccc(S(=O)(=O)N(CC(=O)Nc2ccc3c(c2)OCO3)c2ccccc2OC)cc1	/	10	i	33	1
7	CC1=C(C(=O)OCC2CCCO2)C(c2ccc(C)cc2)C2=C(CC(C)(C)CC2=O)N1 (stereo not given)	-0.4	-4	i	17	-23
8	O=C(O)C1C2C=CC(C2)C1C(=O)NCc1ccccc1F (stereo not given)	1.9	-10	-2.3	0	-1

entry	CCHF vOTU inh	PfHsp40 rescue	SARS 3CLpro inh	BoNT A protease	Anthrax LF inh2
1	-83	-0.9	-2	-1.2	6
2	-11	-0.7	-7	0.4	2
3	0	0.1	/	3.8	4
4	1	0.5	-1	-1.0	0
5	-10	/	/	0.3	8
6	-5	2.0	3	-0.9	-1
7	-34	0.3	3	0.1	1
8	-16	-0.9	-6	-0.3	10

Remaining list, next part
entry	Structure	TcdB inh	VHR inh abs	BH1578 lux ind	Yp Topo-I inh	SSB-PriA inh
9	CN(c1ccccc1)S(=O)(=O)c1ccc(Cl)c(C(=O)Nc2nn[nH]n2)c1	-0.4	14	-0.9	0	-11
10	COc1ccccc1N=C1NC(=O)/C(=C/c2ccc(N(C)C)cc2)S1	0.8	-13	i	-7	16
11	CC(=O)Nc1ccc(NC(=O)CSc2nnc(-c3cccs3)n2N)cc1	4.6	/	-3.7	-6	4
12	COC(=O)c1ccc(NC(CC(C)C)C(=O)OC)c([N+](=O)[O-])c1 (stereo not given)	/	30	-0.7	17	26
13	CCCC(=O)N/C(N)=N/c1nc2ccccc2o1	1.5	4	0.0	0	/
14	O=C(C1CCCN(C2CC(=O)N(c3ccc(F)cc3)C2=O)C1)N1CCCC1 (stereo not given)	0.1	23	i	0	3
15	COc1ccccc1Cc1c(-c2ccco2)nc2cc(C)c(Br)c(C)n12	-0.8	/	/	/	/
16	CC(C)(C)OC(=O)N1CCC(c2c(C(=O)NC3CC3)cnn2-c2ccc(Cl)cc2)CC1	0.2	7	-0.2	26	-1

entry	CCHF vOTU inh	PfHsp40 rescue	SARS 3CLpro inh	BoNT A protease	Anthrax LF inh2
9	1	0.0	9	0.8	-5
10	20	-1.5	-2	1.8	8
11	-10	0.5	/	3.8	4
12	0	0.7	-2	0.1	0
13	-1	4.6	3	-4.1	7
14	-4	6.4	-1	-3.1	-5
15	17	/	/	8.8	-10
16	12	3.0	3	0.8	1

The listing continues.
entry	Structure	TcdB inh	VHR inh abs	BH1578 lux ind	Yp Topo-I inh	SSB-PriA inh
17	CC(=O)NCCc1ccc(C(=O)Cn2cnc3ccccc3c2=O)cc1	0.0	-14	-0.7	-6	-8
18	O=C(Nc1nncs1)c1cccc(S(=O)(=O)N2CCCCC2)c1	/	18	i	-2	-2
19	CC(C)=CCc1c(O)ccc2c1OC(c1ccc(O)c(O)c1)CC2=O (stereo not given)	0.6	-6	-0.4	-14	5
20	CCCOP(=O)(c1ccc(N(C)C)cc1)C(O)c1ccncc1 (stereo not given)	/	7	3.0	3	-2
21	Cc1ccc(Nc2nnc(-c3ccc(N4CCOCC4)c([N+](=O)[O-])c3)c3ccccc23)cc1	-0.4	2	-1.3	10	7
22	C=CCn1c(N2CCCC2)nc2c1c(=O)n(C)c(=O)n2C	0.4	18	i	-1	0
23	O=C(COc1ccc(-c2nnco2)cc1)Nc1cc([N+](=O)[O-])ccc1F	0.3	/	-1.0	-8	-5
24	COC(=O)C1=NN(C(=O)c2cccc(Cl)c2)C(O)(C(C)(C)C)C1 (stereo not given)	/	-2	-1.4	-6	-14

entry	CCHF vOTU inh	PfHsp40 rescue	SARS 3CLpro inh	BoNT A protease	Anthrax LF inh2
17	13	1.3	2	-1.6	-6
18	0	1.2	3	0.5	-12
19	2	1.9	2	-1.5	-3
20	0	0.8	-4	1.5	-8
21	-8	0.9	3	0.3	-2
22	1	-0.4	3	-0.3	44*
23	1	-1.2	/	0.5	-6
24	10	0.0	4	-0.5	0

Additional structures follow.
entry	Structure	TcdB inh	VHR inh abs	BH1578 lux ind	Yp Topo-I inh	SSB-PriA inh
25	CCOC(=O)CSc1nnc(NCC(=O)OC(C)C)c(=O)[nH]1	/	10	i	-3	-8
26	Cc1nc2sc(C(N)=O)c(N)c2c(C)c1CC(=O)c1ccccc1	1.4	21	-0.3	-4	-10
27	Cn1nccc1C(=O)N/N=C/c1ccccc1[N+](=O)[O-]	1.2	25	-0.3	-3	i
28	O=C(Nc1cc(S(=O)(=O)N2CCOCC2)ccc1Cl)C1CCC1	2.9	/	-14	-7	-6
29	CN1CCN(S(=O)(=O)c2ccc(Oc3ccc(F)cc3Br)nc2)CC1	1.2	1	-0.2	2	-1
30	COc1ccc(C(C)=O)cc1CN1C(=O)NC(c2ccccc2)(c2ccccc2)C1=O	1.1	-6	-0.3	21	5
31	O=C(N1CCN(S(=O)(=O)c2ccc(Cl)cc2)CC1)n1ccnc1	-0.4	/	i	1	-5
32	FC(F)(F)c1cccc(Cn2nnnc2-c2cc(Cl)cc(Cl)c2)c1	1.9	15	i	4	-71

entry	CCHF vOTU inh	PfHsp40 rescue	SARS 3CLpro inh	BoNT A protease	Anthrax LF inh2
25	-2	0.3	-1	-0.4	-12
26	11	0.1	4	0.4	7
27	-1	-1.4	1	0.0	-4
28	-11	0.3	/	1.2	-1
29	6	1.2	1	0.4	-3
30	7	-0.7	2	-1.7	3
31	6	0.5	/	1.2	1
32	/	6.3	8	?	-2

Other compounds:
entry	Structure	TcdB inh	VHR inh abs	BH1578 lux ind	Yp Topo-I inh	SSB-PriA inh
33	O=C(CCNC(=O)c1ccc([N+](=O)[O-])cc1)Nc1ccccc1N1CCCCC1	1.7	/	i	14	5
34	COC(CNC(=O)C1CC(=O)N(CCc2ccc(C)cc2)C1)OC (stereo not given)	0.5	22	-0.9	-1	0
35	O=C(NCCCN1CCOCC1)C(=O)NCC1OCCCN1S(=O)(=O)c1cc(F)ccc1F (stereo not given)	0.7	42	0.5	-6	-11
36	Cc1cc(NS(=O)(=O)c2ccc(NC(=O)c3oc4ccccc4c3C)cc2)no1	/	-15	-1.4	5	-5
37	CC1(C)CC(=O)C(C2=NC3(CCCCC3)Cc3ccccc32)=C(O)C1	0.7	10	-0.3	4	6
38	O=c1[nH]c2ccccc2n1C1CCN(C(c2nnnn2-c2ccc3c(c2)OCCO3)C2CC2)CC1 (stereo not given)	0.4	/	/	/	/
39	COc1ccc(C2C(C(=O)c3ccco3)=C(O)C(=O)N2CCOCCO)cc1OC (stereo not given)	/	-12	-0.4	1	-8
40	Cn1c(SCC(=O)Nc2ccccc2)nc2ccccc2c1=O	0.4	19	-0.2	-8	-8

entry	CCHF vOTU inh	PfHsp40 rescue	SARS 3CLpro inh	BoNT A protease	Anthrax LF inh2
33	5	-0.5	/	2.2	-2
34	-6	/	-3	-1.5	-3
35	6	0.2	-2	-0.8	3
36	31*	2.0	4	0.3	3
37	12	-0.2	-2	0.5	-2
38	-7	/	/	-0.4	2
39	4	-0.6	4	-0.4	-2
40	-6	0.7	2	-2.9	-13

Single entries from the list.
Anthrax LF inh2 with compound 35 is entered as 3
VHR inh abs with compound 40 is entered as 19
Anthrax LF inh2 with compound 39 is entered as -2
Anthrax LF inh2 with compound 34 is entered as -3

Continued:
entry	Structure	TcdB inh	VHR inh abs	BH1578 lux ind	Yp Topo-I inh	SSB-PriA inh
41	CCOC(=O)c1cc2nc(-c3ccco3)cc(C(F)(F)F)n2n1	/	13	i	-3	-4
42	O=C1c2ccccc2-c2n[nH]c3cccc1c23	1.4	/	-0.2	-23	-8
43	COC(=O)C1CCN(C(=O)CSc2nc3ccc(OC)cc3[nH]2)CC1	2.4	16	-0.3	-4	-10
44	CC(NC(=O)C(CC(=O)OC(C)(C)C)NC(=O)OC(C)(C)C)C(N)=O (stereo not given)	/	19	-0.3	3	-15
45	CCCCCCc1cc2cc(C(=O)Nc3ccc(OC)cc3)c(=O)oc2cc1O	1.2	-21	-0.2	-3	-13
46	COc1ccccc1C(=O)Nc1ccc2c(c1)CN(Cc1cnc(C)s1)CC2	-1.3	-4	/	1	12
47	CSCCC1(C(=O)O)NC(c2ccccc2O)C2C(=O)N(C(C)C)C(=O)C21 (stereo not given)	-3.1	0	-0.2	-3	-6
48	O=C(c1sc2ccccc2c1Cl)N1CCN(CCc2ccccn2)CC1	-0.7	39	i	12	-3

entry	CCHF vOTU inh	PfHsp40 rescue	SARS 3CLpro inh	BoNT A protease	Anthrax LF inh2
41	-20	-0.3	3	0.7	-2
42	-12	0.5	/	13	11
43	10	1.4	-3	-0.3	-1
44	9	-1.6	-3	-0.3	1
45	-6	-1.7	3	-1.3	-1
46	-6	-0.1	-5	-5.2	-7
47	4	0.7	-2	-0.4	-1
48	13	0.4	-2	1.5	-2

Next entries follow:
entry	Structure	TcdB inh	VHR inh abs	BH1578 lux ind	Yp Topo-I inh	SSB-PriA inh
49	COc1cccc(C(=O)NN2CC(O)=C(c3nc4ccccc4s3)C2=N)c1	1.3	6	-0.6	2	-2
50	Cc1ccc(/C=C\c2nccc3c2[nH]c2ccccc23)cc1	0.0	26	0.6	-21	-17
51	COc1ccc(C(=O)NC2CCN(C(=S)Nc3ccc(C)cc3)CC2)cc1	0.7	22	1.8	6	4
52	Cc1cccc(OCc2nnc(SC(C)C(=O)O)n2-c2ccccc2)c1 (stereo not given)	-1.4	2	-0.2	1	-8
53	COc1cccc(CN(CC2CCCO2)C(=O)c2cc3ccccc3oc2=O)c1 (stereo not given)	-0.5	16	1.6	-2	2

entry	CCHF vOTU inh	PfHsp40 rescue	SARS 3CLpro inh	BoNT A protease	Anthrax LF inh2
49	-5	0.4	0	-0.6	-11
50	-16	0.7	3	5.8	-1
51	2	16	3	0.4	-9
52	-4	-0.1	-3	-3.8	-7
53	9	-2.6	3	0.2	1

Ordered by count of non-hydrogen atoms (rising): part of the list above
entry	Structure	TcdB inh	VHR inh abs	BH1578 lux ind	Yp Topo-I inh	SSB-PriA inh
50	Cc1ccc(/C=C\c2nccc3c2[nH]c2ccccc23)cc1	0.0	26	0.6	-21	-17
52	Cc1cccc(OCc2nnc(SC(C)C(=O)O)n2-c2ccccc2)c1 (stereo not given)	-1.4	2	-0.2	1	-8
51	COc1ccc(C(=O)NC2CCN(C(=S)Nc3ccc(C)cc3)CC2)cc1	0.7	22	1.8	6	4
53	COc1cccc(CN(CC2CCCO2)C(=O)c2cc3ccccc3oc2=O)c1 (stereo not given)	-0.5	16	1.6	-2	2

entry	CCHF vOTU inh	PfHsp40 rescue	SARS 3CLpro inh	BoNT A protease	Anthrax LF inh2
50	-16	0.7	3	5.8	-1
52	-4	-0.1	-3	-3.8	-7
51	2	16	3	0.4	-9
53	9	-2.6	3	0.2	1

Some of the compounds tested, so the mix of outcomes need not match the whole.
